Wnt bcat act – activates Wnt/beta-catenin signaling in a reporter cell assay; activation, % at 9.35 µM; activator, plate reader; 300,000 tested, 1.2% active; in the data active = activation above about 30%, passing the limit was not always enough;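 also: 0% = neutral control wells and 100% = positive control wells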
dFosB act – enhances mouse delta FosB homodimer DNA binding. activation, % at 25 µM. purified delta FosB, TAMRA-CDK5 oligo fluorescence polarization; percent of positive-control signal above neutral wells. 340,000 tested, 0.99% active;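 active = mean activation above about 17%, with every replicate also reaching it, limit read from the data, passing the limit was not always enough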;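 also: fluorescence polarization rise as delta FosB binds a TAMRA Cdk5 AP-1 oligo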
Target sequence (P13346 whole entry, looked up): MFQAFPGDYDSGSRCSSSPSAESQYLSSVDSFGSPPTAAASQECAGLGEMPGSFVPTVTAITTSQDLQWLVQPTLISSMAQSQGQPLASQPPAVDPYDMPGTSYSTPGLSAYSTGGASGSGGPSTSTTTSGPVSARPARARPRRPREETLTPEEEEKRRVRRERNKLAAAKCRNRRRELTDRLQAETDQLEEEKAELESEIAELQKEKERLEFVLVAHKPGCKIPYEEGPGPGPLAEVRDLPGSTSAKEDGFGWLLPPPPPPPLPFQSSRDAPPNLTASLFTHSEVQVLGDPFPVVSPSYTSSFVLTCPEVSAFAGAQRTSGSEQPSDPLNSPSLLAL
SR-BI HDL uptake – mouse SR-BI HDL lipid transfer inhibition; Q61009; ldlA[mSR-BI] CHO cells, DiI-HDL uptake fluorescence, 3 h; inhibition, % at 12.5 µM; 320,000 tested, 0.96% active;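 active = mean replicate inhibition of at least 70% and a set share of replicates each scoring 70 or more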;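 also: 0% = median of neutral control wells and 100% = median of positive control wells; values of inactives mirror those of a sister screen read the other way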
Target sequence (Q61009 whole entry, looked up): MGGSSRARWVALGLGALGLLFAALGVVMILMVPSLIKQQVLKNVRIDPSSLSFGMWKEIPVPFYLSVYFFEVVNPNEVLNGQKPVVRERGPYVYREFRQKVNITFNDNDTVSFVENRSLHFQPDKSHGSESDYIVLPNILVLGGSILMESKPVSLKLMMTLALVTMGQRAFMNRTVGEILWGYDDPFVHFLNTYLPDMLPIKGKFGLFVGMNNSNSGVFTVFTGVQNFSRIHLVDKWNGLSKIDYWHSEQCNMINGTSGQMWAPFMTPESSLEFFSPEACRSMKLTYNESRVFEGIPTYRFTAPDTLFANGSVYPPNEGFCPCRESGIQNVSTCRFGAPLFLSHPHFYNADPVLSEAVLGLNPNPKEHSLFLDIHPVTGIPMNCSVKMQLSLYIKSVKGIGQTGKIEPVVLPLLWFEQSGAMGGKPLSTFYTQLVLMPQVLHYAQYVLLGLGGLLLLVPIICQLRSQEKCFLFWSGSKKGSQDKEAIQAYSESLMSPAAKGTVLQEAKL
NSD2 HMT inh – blocks human histone methyltransferase NSD2; O96028; NSD2 peptide methylation, AlphaScreen, 120 min; inhibition, % at 12.5 µM; 310,000 tested, 0.54% active; AID 743445; in the data active = inhibition above about 50%
V-ATPase pHluor – regulators of yeast V-ATPase proton transport; S. cerevisiae, pHLuorin cytosolic pH fluorescence; response, % at 10 µM; 350,000 tested, 0.37% active; AID 504577; in the data active = response mostly above about 7.3%, no sharp cut-off; inactive = mostly below about 5.4%; also: actives read high; inactives centre near 0; some compounds called inactive have numbers as strong as hits; reference of the scale not given here
HTR5A inv ag – inverse agonist of human HTR5A in OPRM1-OPRD1 counter-screen. P47898. HTR5A cell line, luminescence, inverse agonism. inhibition, % at 9.3 µM. 340,000 tested, 0.083% active. AID 504634; in the data active = inhibition mostly above about 23%, no sharp cut-off; inactive = mostly below about 18%;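 also: 0% = cells with DMSO and 100% = no-cell wells with DMSO; some compounds called inactive have numbers as strong as hits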
CDK5 p35 inh – CDK5/p35 (human) kinase inhibition; Recombinant CDK5/p35, ADP-Glo luminescence, 60 min; 330,000 tested, 0.01% active; inhibition, % at 10 µM; Q00535+Q15078;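 active = highest replicate inhibition of at least 50% and at least 75% of replicates reaching 50%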;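 also: plate controls were DMSO neutral control for no effect and GW8510 at 10 µM for full effect; many of its hits are not listed in these tables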
PvdQ inh – P. aeruginosa PvdQ acylase inhibition; purified PvdQ acylase, fluorescence plate reader; inhibition, % at 10 µM; 340,000 tested, 0.063% active; AID 488965; in the data active = inhibition above about 30%, passing the limit was not always enough;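 also: 0% = vehicle neutral wells and 100% = reference inhibitor wells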
HTR5A ag – activates human HTR5A in OPRM1-OPRD1 agonist counter-screen | AID 504692 | P47898 | 340,000 tested, 0.61% active | HTR5A agonist assay, luminescence, cell-based | activation, % at 9.3 µM; in the data active = activation mostly above about 9.5%, no sharp cut-off; inactive = mostly below about 7.6%;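 also: 0% = cells with vehicle only and 100% = reference agonist; strong numbers were not always called active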
MITF act – MITF TRPM1 promoter activation in melanoma cells. SK-MEL-5 TRPM1-promoter luciferase, 24 h; % of positive control, neutral wells = 0. activation, % at 12.5 µM. 300,000 tested, 0.75% active. AID 588334;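 active = mean activation of at least 80% with every replicate also reaching 80%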;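 also: 0% = neutral control wells and 100% = parthenolide positive control wells; values of inactives mirror those of a sister screen read the other way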
Active calls of the source: *; · = not tested or not shown.

SMILES	Wnt bcat act	dFosB act	SR-BI HDL uptake	NSD2 HMT inh	V-ATPase pHluor	HTR5A inv ag	CDK5 p35 inh	PvdQ inh	HTR5A ag	MITF act
c1ccc(C2c3[nH]c4ccccc4c3CCN2Cc2cccn2-c2ccccn2)nc1 (stereo not drawn)	2.4	-5.5	11.6	8.2	-2.7	10.3	-1.6	-11.6	2.2	-11.1
CC(=O)Nc1cccc(NC(=O)C(C)N2c3cccc4cccc(c34)S2(=O)=O)c1 (stereo not drawn)	-0.5	-8.3	·	-1.4	1.4	5.0	0.0	-10.4	-1.8	2.7
COc1ccc(NC(=S)Nn2cnnc2)c(OC)c1	1.8	-7.6	-2.0	6.2	1.8	-7.4	1.4	-6.4	2.0	7.2
N#Cc1ccccc1CSc1nc2ncc(Br)cc2[nH]1	-1.5	5.5	-13.9	·	-2.5	18.6	-0.5	6.6	4.4	-2.2
O=C(O)CN1CCN(CC(=O)O)CCN(CC(=O)O)CCN(CC(=O)O)CC1	0.4	10.5	-6.7	·	-0.6	-8.7	1.2	-4.4	-3.5	0.2
Cc1ccc(NC(=S)/C(=C(\[O-])c2ccc(Cl)s2)[n+]2cccc(CO)c2)cc1C	-0.6	-8.2	30.9	·	3.3	-12.9	1.4	-12.1	5.0	-16.8
O=C(COC(=O)c1ccc(S(=O)(=O)NCc2ccco2)cc1)NC1CCCCCC1	·	3.3	-2.0	0.3	0.6	-13.5	-2.0	0.6	4.9	·
O=C(COC(=O)c1cccs1)Nc1cccc(Cl)c1	-2.4	-0.7	-44.9	-0.2	1.3	-19.0	0.1	-4.4	6.9	6.1
CC1(C)CC(=O)C2=C(C1)OC1=C(C(=O)CC(C)(C)C1)C2c1ccc(O)cc1O	·	-12.6	-25.3	15.6	1.7	22.4	5.9	-2.2	-4.4	-100.8
O=S(=O)(c1ccccc1)c1nc(Cc2ccccc2)oc1N1CCOCC1	2.2	-9.3	-9.8	2.1	2.1	0.4	1.2	12.0	2.6	-7.1
CCOc1ccc(S(=O)(=O)N(CC)CC(=O)NCc2cccnc2)cc1	-4.2	5.2	·	0.7	-4.4	-10.6	-1.1	2.8	3.6	-1.7
CCOc1ccc(-c2[nH]ncc2-c2csc(C)n2)c(O)c1	-4.1	-5.3	20.3	2.1	0.0	8.0	1.0	-9.7	-2.8	-11.9
O=C(c1ccc(OC2CCN(Cc3ccc(C(F)(F)F)cc3)CC2)cc1)N1CCCCC1	-3.0	-22.3	48.2	4.9	-2.6	-39.4	-1.5	-2.4	-1.7	-1.8
CC(=O)NCCc1ccc(C(=O)COC(=O)c2ccco2)cc1	-3.4	-1.0	-9.2	-1.1	4.3	-9.2	-2.2	-21.7	2.4	26.7
CN(C1CC(C)(C)N(O)C(C)(C)C1)S(=O)(=O)CC12CCC(CC1=O)C2(C)C (stereo not drawn)	-0.3	-6.1	7.5	-2.6	-2.0	8.1	-1.7	-7.2	-1.3	-11.6
COc1ccc(-c2nnc(SCC(=O)NC3CC3)o2)cc1	2.1	-4.7	-2.8	-2.0	3.6	-11.1	1.8	0.8	4.0	19.7
c1ccc(CN2CCN(CCN3CCn4c3nc3ccccc34)CC2)cc1	·	-7.8	3.0	-0.1	0.8	·	-0.3	-16.6	·	7.9
O=C1CCCc2nc(N3CCc4ccccc43)ncc21	·	-4.8	15.0	-3.4	11.0	-17.3	0.6	6.4	2.6	33.2
COC(=O)c1ccc(C2/C(=C(\O)c3cccc(OC)c3)C(=O)C(=O)N2CCCN(C)C)cc1 (stereo not drawn)	-1.4	4.4	-12.8	·	0.5	-18.3	0.8	-0.8	-0.7	-1.4
O=C(CN1C(=O)CCS(=O)(=O)c2ccccc21)Nc1cccc(F)c1	·	0.7	2.6	-0.1	-2.3	-1.3	-0.1	-14.8	0.5	16.3
CCOC(=O)c1ccc(NS(=O)(=O)c2ccc3[nH]c(=O)[nH]c3c2)cc1	-4.3	-4.2	9.0	2.5	7.6	-3.3	1.3	8.5	-6.5	·
CCCNCC(O)Cn1c2ccccc2n2c(=O)cc(C)c(C#N)c12 (stereo not drawn)	-3.6	11.5	11.2	32.7	-1.0	5.9	-2.3	-12.1	-1.7	-0.7
O=C(NCC(O)c1ccc2ccccc2c1)c1c(F)cccc1F (stereo not drawn)	2.5	-5.3	18.6	3.8	2.8	5.9	-0.4	-11.7	-1.6	-3.5
Cc1ccc(S(=O)(=O)N(C)C)cc1NC(=O)CN1C(=O)NC2(CCCc3ccccc32)C1=O (stereo not drawn)	·	-11.6	6.4	-1.6	2.5	1.9	0.5	-8.4	-0.7	5.4
CCc1ccc(NC(=O)CSc2nc3ccccc3c(=O)n2CCCN2CCC(C)CC2)cc1	-3.3	12.0	-15.1	-0.9	6.4	-25.7	0.9	4.5	-0.6	14.2

In the list so far, these contain a halogen.
SMILES	Wnt bcat act	dFosB act	SR-BI HDL uptake	NSD2 HMT inh	V-ATPase pHluor	HTR5A inv ag	CDK5 p35 inh	PvdQ inh	HTR5A ag	MITF act
N#Cc1ccccc1CSc1nc2ncc(Br)cc2[nH]1	-1.5	5.5	-13.9	·	-2.5	18.6	-0.5	6.6	4.4	-2.2
Cc1ccc(NC(=S)/C(=C(\[O-])c2ccc(Cl)s2)[n+]2cccc(CO)c2)cc1C	-0.6	-8.2	30.9	·	3.3	-12.9	1.4	-12.1	5.0	-16.8
O=C(COC(=O)c1cccs1)Nc1cccc(Cl)c1	-2.4	-0.7	-44.9	-0.2	1.3	-19.0	0.1	-4.4	6.9	6.1
O=C(c1ccc(OC2CCN(Cc3ccc(C(F)(F)F)cc3)CC2)cc1)N1CCCCC1	-3.0	-22.3	48.2	4.9	-2.6	-39.4	-1.5	-2.4	-1.7	-1.8
O=C(CN1C(=O)CCS(=O)(=O)c2ccccc21)Nc1cccc(F)c1	·	0.7	2.6	-0.1	-2.3	-1.3	-0.1	-14.8	0.5	16.3
O=C(NCC(O)c1ccc2ccccc2c1)c1c(F)cccc1F (stereo not drawn)	2.5	-5.3	18.6	3.8	2.8	5.9	-0.4	-11.7	-1.6	-3.5

Other results follow:
SMILES	Wnt bcat act	dFosB act	SR-BI HDL uptake	NSD2 HMT inh	V-ATPase pHluor	HTR5A inv ag	CDK5 p35 inh	PvdQ inh	HTR5A ag	MITF act
CCO[C@@H]1OC(C(=O)NCc2ccccc2)=C[C@H](c2ccc(C(F)(F)F)cc2)[C@H]1CCCO	-5.4	3.7	5.4	·	3.8	-5.4	-0.3	1.3	3.0	-5.2
Cc1oc(-c2ccccc2F)nc1CSCC(=O)NC1CCCC1	1.4	-5.6	-5.2	2.9	4.3	5.7	-0.1	-8.9	-2.1	0.5
O=C(Oc1cccnc1)c1ccco1	-3.0	8.7	-27.3	3.2	3.6	5.4	0.1	-16.0	-5.5	9.9
COc1cc(C(=O)NC(CCSC)C(=O)OCC(=O)C(C)(C)C)cc(OC)c1OC (stereo not drawn)	0.5	-15.9	·	-0.8	-1.3	-26.0	-1.1	-0.5	0.3	-1.0
Oc1ccc(N=Nc2n[nH]c(-c3ccc(Cl)cc3)n2)cc1	1.9	1.3	·	·	2.5	-8.0	-1.0	-6.8	4.5	-1.2
CC(=O)Nc1sc2c(c1C#N)CCCCC2	10.5	-0.8	-4.0	-3.3	0.1	6.4	-0.1	-6.0	-2.5	0.1
O=C(O)c1ccc(N=N/C(=N\Nc2ccc(C(=O)O)cc2)c2ccccc2)cc1	19.8	3.4	-35.2	·	1.6	35.3*	3.3	-2.5	-3.2	6.3
CCOc1ccc(S(=O)(=O)N2CCOCC2)cc1NC(=O)CSC(=S)N1CCCC1	-2.6	-3.3	-13.0	0.1	-2.7	14.9	0.6	-3.6	-5.7	-2.4
O=C(OCCCN=C1NS(=O)(=O)c2ccccc21)c1cccs1	-0.3	-1.4	-12.9	2.7	1.3	-4.5	-1.0	0.3	-0.3	2.6
Cc1oc2c(c(C)cc3oc(=O)c(CC(=O)NCCC(=O)O)c(C)c32)c1C	3.7	1.1	5.6	-2.2	-3.5	2.8	1.3	8.7	-0.8	-5.3
CC(NC(=O)CCc1nnc(-c2ccc(-c3ccccc3)cc2)o1)c1nc2ccccc2[nH]1 (stereo not drawn)	-0.6	-7.7	27.7	-1.5	-0.6	15.7	0.0	-7.4	-5.5	-24.2
O=C(NCCC1=CCCCC1)c1ccc(Cl)c([N+](=O)[O-])c1	12.3	-13.0	-0.7	-0.4	2.0	-2.5	1.6	-5.6	0.9	31.3
CCOC(=O)Cn1nc(C)c(NC(=O)COc2ccc(OC)cc2)c1C	7.1	1.5	·	-0.1	-4.2	-12.7	-0.9	-17.3	-1.0	-6.4
COC(=O)[C@@H](NC(=O)c1cc(COc2cncc(Cl)c2)on1)c1ccccc1	8.4	-6.7	3.3	-3.2	-1.5	1.9	-8.7	-6.7	-0.5	26.9
Cc1cc(OCCCC(=O)NCCN2C(=O)S/C(=C\c3cccnc3)C2=O)ccc1Cl	-8.8	-9.7	31.6	0.4	-1.5	19.8	0.8	7.6	-1.9	-2.2
CCN(CC(=O)Nc1ccc2c(c1)OCCO2)C(=O)c1ccc(C(F)(F)F)cc1	-1.8	-10.4	6.9	1.5	1.4	10.1	1.6	-10.3	-4.1	107.4*
CC1CC(C)CN(S(=O)(=O)c2cccc3cccnc23)C1 (stereo not drawn)	-1.3	3.4	-6.0	·	-0.8	0.3	0.4	-5.9	-0.1	-2.3
COc1ccc(CCNC(=O)COc2ccc(N(C)S(=O)(=O)c3ccc(C)cc3)cc2)cc1OC	0.2	-3.6	·	-2.9	5.2	-13.2	-1.5	5.0	4.2	-6.7
O=C(OCc1ccc(Cl)cc1Cl)c1ccncc1	9.0	2.8	-8.4	-3.5	2.9	13.1	-1.0	-7.5	0.5	8.2
CCOC(=O)c1ccc(OC(=O)CCCCCN=C(N)N)cc1	-0.7	2.0	-11.3	·	-4.5	1.8	0.5	-8.7	-0.5	-1.6
Cc1cc2nc(Cl)c(Cl)nc2cc1C	-2.2	-3.8	-20.6	-1.8	0.1	-11.5	-0.8	11.5	3.6	0.2
N#C/C(=C\c1ccc(N2CCCCC2)c([N+](=O)[O-])c1)c1nn(-c2ccccc2)c(N)c1C#N	·	-0.2	7.7	0.2	1.6	4.3	1.5	7.5	-1.2	4.3
CC(=O)Nc1ccc(NC(=O)CS(=O)(=O)c2cn(CC(=O)N3CCCCC3)c3ccccc23)cc1	-1.1	-6.6	53.0	-1.4	1.7	-7.0	0.6	-13.3	3.4	-10.6
COc1ccccc1N(C)S(=O)(=O)c1ccc(C(=O)O)cc1	-1.8	-3.0	·	-3.9	0.2	23.1	0.2	-7.1	-2.2	-9.5
COC(=O)COc1ccc(/C=C2/NC(=O)N(CC(=O)OC)C2=O)cc1	-1.3	-4.3	5.1	-3.4	1.1	-1.6	1.0	14.6	4.1	-10.5
CN(C)C(CNC(=O)c1cccc(S(=O)(=O)Nc2ccccc2Cl)c1)c1ccco1 (stereo not drawn)	-0.9	-9.4	-12.2	1.3	2.1	-6.8	1.6	-19.4	2.8	0.5
CN(C)CCNC(NC(=O)c1cccs1)C(Cl)(Cl)Cl (stereo not drawn)	1.6	-1.9	16.2	-1.8	3.3	-10.7	0.6	-2.8	0.1	-1.6
C/C=C(\C)CN1CCN(c2cc(C)ccc2C)CC1	·	-6.7	10.8	-7.0	-5.6	-0.4	0.5	-1.2	1.0	-8.6
COc1ccc(C(=O)n2ncc(C#N)c2N)cc1	2.4	6.3	-5.1	-1.0	2.0	-4.9	0.8	4.8	1.7	-11.4

Bioassay records (PubChem)
